Screens deposited in PubChem by National Center for Advancing Translational Sciences (NCATS).
TCR activator: Activators of T cell receptors: qHTS campaign; primary human leukocytes, anti-CD3, IL-2 HTRF, 48 h; Potency, µM (top dose mostly 9.22 µM), for inactives: top-dose activation of IL-2 secretion, usual class: activators; 330,000 tested, under 10 active; further: % of control where 0% means no effect
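IL-2 release read by HTRF sandwich (Eu cryptate donor, d2 acceptor, 665 nm emission) after 48 hr exposure of primary human leukocytes to compound together with anti-CD3 beads in the absence of co-stimulatory signals.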
BCR signal inh: qHTS Assay to Find Inhibitors of Chronic Active B-Cell Receptor Signaling; ABC-DLBCL IkBa-CBG/CBR reporter, luminescence ratio, 4 h; Potency, µM (doses to about 46.1 µM), for the others: at the top dose ratio change, negative = lower green/red ratio, usual class: inhibitors; 340,000 tested, 0.05% active; active means well fitted inhibition curve with a large enough effect in the signal ratio, with a control signal flat, not every such curve was filed as active; inconclusive means small, poorly fitted or top-dose-only effect, or effect the other way, or a change in a side signal; the % refers to the signal ratio;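 further: potency means the concentration at half of the fitted maximal effect; plate controls were basal doxycycline-induced cells for no effect and cells given 10 µM MG132 for full effect; MG132 reads +100%, hits lower the ratio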
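TMD8 human ABC-DLBCL cells with doxycycline-inducible IκBα–green luciferase fusion and unfused red luciferase, in 0.5% FBS medium; compounds up to 46 uM, 4 h at 37C. Green/red luminescence ratio, filter-overlap corrected, fitted to concentration-response curves.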
uPA generation: qHTS for Inhibitors of Cell Surface uPA Generation; cell surface uPA generation assay, qHTS; Potency, µM (titrated, usually from 38.3 µM), for the others: at the highest dose activity change, negative = inhibition, hits mostly inhibitors; 330,000 tested, 0.31% active; AID 540303, 2011; active means well fitted inhibition curve with a large enough effect; inconclusive means small, poorly fitted or top-dose-only effect; inactive means no such curve, though single readings can be large or run the other way; tested in mouse RAW 264.7 cells; further: potency means the concentration at half of the fitted maximal effect; on the % scale 0 is the no-effect control and ±100 the full control effect; nearly all actives have a fitted effect of over 55% in size
B2AR arrestin: qHTS assay of beta-arrestin-biased ligands of beta2-adrenergic receptor; AID 492947, 2010; Potency, µM (highest dose often 46.1 µM), inactives show at the top dose activation, hits mostly activators; Beta-2 adrenergic receptor (Homo sapiens), P07550; 330,000 tested, 0.02% active; beta-arrestin recruitment to beta2AR, cell-based reporter;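 further: potency means the concentration at half of the fitted maximal effect; 0% = DMSO controls and full agonism = EC100 isoproterenol or metaproterenol; nearly all actives have a fitted effect of over 65% in size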
Target sequence (P07550 whole entry, looked up): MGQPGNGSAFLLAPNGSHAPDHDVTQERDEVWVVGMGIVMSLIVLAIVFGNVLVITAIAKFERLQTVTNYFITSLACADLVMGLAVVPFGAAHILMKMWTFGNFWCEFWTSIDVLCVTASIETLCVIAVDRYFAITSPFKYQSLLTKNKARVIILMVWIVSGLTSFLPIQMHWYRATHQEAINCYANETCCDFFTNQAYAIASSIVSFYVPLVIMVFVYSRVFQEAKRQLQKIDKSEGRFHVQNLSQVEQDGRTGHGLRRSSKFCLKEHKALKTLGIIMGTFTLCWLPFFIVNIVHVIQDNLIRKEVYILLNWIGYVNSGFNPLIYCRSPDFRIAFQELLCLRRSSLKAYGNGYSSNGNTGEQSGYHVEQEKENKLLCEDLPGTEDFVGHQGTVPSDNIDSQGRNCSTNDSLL
ELG1 repair inh: qHTS screen for small molecules that inhibit ELG1-dependent DNA repair in human embryonic kidney (HEK293T) cells expressing luciferase-tagged ELG1. AID 504467, 2011. 330,000 tested, 2.3% active. HEK293T ELG1-luciferase reporter, luminescence, 16 h; DNA damage induced by 5-fluorouridine. Potency, µM (top dose mostly 46.1 µM), without a hit: top-dose activity change, negative = inhibition, usual class: inhibitors; further: potency means the concentration at half of the fitted maximal effect; on the % scale 0 is the no-effect control and ±100 the full control effect; nearly all actives have a fitted effect of over 55% in size
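Step one: seed 2,000 cells per well. Step two: pin-transfer compound or DMSO alongside 5-fluorouridine. Step three: incubate 16 hr, 37 °C, 5% CO2. Step four: add ONE-Glo, wait 30 min, read luminescence.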
TSHR antagonist: Antagonists of the Thyroid Stimulating Hormone Receptor: HTS campaign | TSHR-expressing cells, TSH-stimulated cAMP HTRF, 2 h; hits give low values | Thyrotropin receptor (Homo sapiens), P16473 | AID 504810, 2011 | activity change, negative = inhibition, % at 11.5 µM | 330,000 tested, 0.2% active;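 active means activity change below a set negative limit, meaning inhibition stronger than a set level, cut at about -70% in these data; inconclusive means activity change between two set negative limits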; further: on the % scale 0 is the no-effect control and ±100 the full control effect
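Inhibition of cAMP made by TSHR-expressing cells under TSH stimulation (4nM final, EC80; 2 h, 37 deg C) is quantified with a one-step lysis HTRF kit, anti-cAMP cryptate versus cAMP-d2.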
USP2a inh: qHTS Assay for Inhibitors of Ubiquitin-specific Protease USP2a Using CHOP2 as the Reporter. Ubiquitin carboxyl-terminal hydrolase 2 (Homo sapiens), O75604. USP2 core, Ub-CHOP2 coupled fluorogenic reporter, 485/531. Potency, µM (top dose mostly 38.3 µM), for the others: at the top dose activity change, negative = inhibition, most hits filed as inhibitors. 330,000 tested, 0.01% active. AID 463254, 2010;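 further: potency means the concentration at half of the fitted maximal effect; plate controls were DMSO wells for no effect and full inhibition by NEM control for full effect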
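Cell-free coupled assay: 10nM USP2 core preincubated 30min RT with compound in Tris-HCl pH 8.0/CaCl2/CHAPS buffer, then 25nM Ub-CHOP2 and 25nM reporter substrate; fluorescence (Ex 485/Em 531) read after 60min RT, normalized to NEM inhibition, concentration-response curves fitted.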
Tb PFK block: qHTS Assay to Find Inhibitors of T. brucei phosphofructokinase; T. brucei PFK, ADP-Glo luminescence; 330,000 tested, 0.17% active; Potency, µM (highest dose often 57.5 µM), without a hit: at the top dose activity, negative = inhibition, most hits filed as inhibitors; ATP-dependent 6-phosphofructokinase (Trypanosoma brucei brucei), O15648;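 further: potency means the concentration at half of the fitted maximal effect; 0% = uninhibited 1x PFK enzyme wells and -100% = no-enzyme wells; nearly all actives have a fitted effect of over 60% in size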
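In TEA buffer at pH 8.0 with 5 mM MgCl2, enzyme (1.25 nM) converted F6P (0.5 mM) and ATP (0.1 mM) for 45 min at room temperature. ADP product was read by luciferase luminescence.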
PTAP TSG101 blk: qHTS Assay for Iinhibitors of HIV-1 Budding by Blocking the Interaction of PTAP/TSG101; Tumor susceptibility gene 101 protein (Homo sapiens), Q99816; Fluorescence polarization, FITC-PTAP peptide / Tsg101 binding; Potency, µM (series often up to 115 µM), for inactives: at the highest dose activity change, negative = inhibition, hits mostly inhibitors; 340,000 tested, under 10 active; AID 493005, 2010; active means well fitted inhibition curve with a large enough effect in the main read-out, with a control signal flat, not every such curve was filed as active; inconclusive means small, poorly fitted or top-dose-only effect, or effect the other way, or a change in a side signal; inactive means no such curve, though single readings can be large or run the other way; further: potency means the concentration at half of the fitted maximal effect; % of control where 0% means no effect
Target sequence (Q99816 whole entry, looked up): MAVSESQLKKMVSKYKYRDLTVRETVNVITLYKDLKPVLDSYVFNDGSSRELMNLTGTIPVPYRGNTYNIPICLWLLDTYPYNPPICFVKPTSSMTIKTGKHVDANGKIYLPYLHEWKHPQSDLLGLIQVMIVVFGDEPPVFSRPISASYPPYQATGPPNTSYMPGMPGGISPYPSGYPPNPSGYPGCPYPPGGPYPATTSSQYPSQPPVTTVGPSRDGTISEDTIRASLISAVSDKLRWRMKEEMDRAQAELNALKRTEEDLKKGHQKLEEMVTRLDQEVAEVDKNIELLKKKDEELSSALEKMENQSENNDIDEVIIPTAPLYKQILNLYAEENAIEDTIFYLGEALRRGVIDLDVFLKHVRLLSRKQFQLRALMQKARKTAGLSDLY
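Fluorescence polarization binding of Tsg101 binding domain (10 uM final) to FITC-labeled PTAP peptide (50 nM final) in HEPES pH 7.5 buffer with NaCl, Tween 20, EDTA, TCEP. Compounds added before peptide; binding 20 min at RT.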
Mito fusion yeast: qHTS Assay for Small Molecule Inhibitors of Mitochondrial Division or Activators of Mitochondrial Fusion; S. cerevisiae fusion-defective mutant growth rescue, CellTiterGlo 48 h; Potency, µM (highest dose often 46.1 µM), without a hit: at the highest dose growth rescue (activation), actives largely listed as activators; 320,000 tested, 0.23% active; AID 485298, 2010;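 further: potency means the concentration at half of the fitted maximal effect; % of control where 0% means no effect; nearly all actives have a fitted effect of over 45% in size; temperature-sensitive fusion mutants such as fzo1-1 at 37 °C on non-fermentable ethanol glycerol medium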
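Yeast fusion mutant, YPEG (non-fermentable carbon), compound, 48 h at 37C non-permissive; CellTiterGlo added, 10 min RT, luminescence read. Rescued growth = division inhibition.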
Eya2 inh: qHTS Assay for Inhibitors of the Phosphatase Activity of Eya2 | Protein phosphatase EYA2 (Homo sapiens), O00167 | recombinant Eya2, OMFP fluorescence dephosphorylation (OMFP is methylfluorescein phosphate) | Potency, µM (titrated, usually from 76.9 µM), inactives show top-dose activity, negative = inhibition, hits mostly inhibitors | 330,000 tested, 0.006% active | AID 488837, 2010; further: potency means the concentration at half of the fitted maximal effect; on the % scale 0 is the no-effect control and ±100 the full control effect
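Eya2 protein (added as 0.2 uM solution) was preincubated with compound for 10 min at ambient temperature in 50 mM HEPES pH 7.5, 50 mM NaCl, 5 uM MgCl2, 0.05% BSA, 1 mM DTT. OMFP (added at 50 uM) then reacted 10 min; fluorescence read at 485/525 nm.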
* hit, by the source's call; ? = inconclusive; · = not tested or not shown; [ ] = dose if it differs, or a comment. Unless noted, the call rests on the fitted dose curve; in most records, active means well fitted curve in the direction sought with a large enough effect; inconclusive means small, poorly fitted or top-dose-only effect, or another doubt; inactive means no such curve, though single readings can be large; an effect the other way counts as inactive or inconclusive.

1. CCOc1ccccc1NS(=O)(=O)c1csc(C(N)=O)c1
2. COc1ccc(C(=O)OCn2nnc3ccccc3c2=O)cc1OC
3. CCn1c(CCc2ccccc2)nnc1SCC(N)=O
4. NC1=NC(c2ccc(Cl)cc2)n2c(nc3ccccc32)N1 (configuration not stated)
5. O=C(NCc1ccccc1)c1cncc(Br)c1
6. COc1ccc(Br)cc1CNC(=O)Nc1cccs1
7. CCn1nc(C(C)C)cc1C(=O)N1CCCC(CO)(Cc2ccc(F)cc2F)C1 (configuration not stated)
8. CCOc1ccc(NC(=S)NCc2cccnc2)cc1

| screen / no. | 1 | 2 | 3 | 4 | 5 | 6 | 7 | 8 |
| --- | --- | --- | --- | --- | --- | --- | --- | --- |
| B2AR arrestin | -0.2% | 0.0% | -0.3% | -0.3% | -1.7% | -0.3% | 0.1% | 0.0% |
| BCR signal inh | 2% | 2% | 3% | 0% | -2% | ? | 5% | -1% |
| uPA generation | -5% | 7% | -2% | -1% | 2% | · | 8% | 3% |
| ELG1 repair inh | -12% | 2% | -3% | ? | ? | -3% | ? | 5% |
| Tb PFK block | -3% | -6% | 1% | -6% | -9% | -2% | 2% | -1% |
| TSHR antagonist | 0 | 8 | -14 | 0 | 4 | 5 | 5 | -4 |
| USP2a inh | 1% | -2% | 0% | -1% | 1% | -1% | 0% | 2% |
| PTAP TSG101 blk | 0% | -6% | -2% | -9% | -2% | -7% | -1% | -5% |
| Mito fusion yeast | 9% | 2% | -2% | -3% | -3% | 4% | 20% | -9% |
| Eya2 inh | -6% | -5% | -3% | -20% | 0% | 12% | -6% | 4% |
| TCR activator | -1% | -8% | 3% | 1% | 0%[46.1 µM] | 3% | 1% | 0% |

9. Cc1cccc2cc(C#N)c(NCCCn3ccnc3)nc12
10. CC(C)CC(=O)/C(=C/c1ccc(N(C)C)cc1)n1cncn1
11. CCCNS(=O)(=O)c1cccc(C(=O)NC2CCCc3ccccc32)c1 (configuration not stated)
12. O=C(NCC(c1cccnc1)N1CCN(c2ccccc2)CC1)C1CCCCC1 (configuration not stated)
13. Fc1ccc(-c2ccc(CNCc3ccccn3)o2)cc1
14. Brc1ccccc1-n1nnc(-c2nccs2)n1
15. CCC(=O)Nc1nnc(S(=O)(=O)N(C)Cc2ccco2)s1
16. COc1ccc(C(=O)OCC(=O)NC2CC2)cc1[N+](=O)[O-]
17. CCCn1nc(NS(=O)(=O)c2cccc3nonc23)c2cc3ccccc3nc21
18. Cc1oc2ccc(O)cc2c1C(=O)c1ccccc1

| screen / no. | 9 | 10 | 11 | 12 | 13 | 14 | 15 | 16 | 17 | 18 |
| --- | --- | --- | --- | --- | --- | --- | --- | --- | --- | --- |
| B2AR arrestin | 0.4% | -0.5% | -0.1% | -0.7% | -0.3% | 0.0% | -0.7% | 0.8% | -0.8% | -0.4% |
| BCR signal inh | ? | 0% | 13% | 9% | -4% | -18% | -3% | 0% | 13% | 2% |
| uPA generation | 7% | -4% | 1% | 1% | 4% | ? | 2% | -14% | -4% | -2% |
| ELG1 repair inh | ? | 7% | -29% | -1% | ? | ? | 12% | 14% | -4% | 9% |
| Tb PFK block | -4% | 3% | 1% | -7% | 0% | 0% | 2% | -1% | -4% | 1% |
| TSHR antagonist | -7 | 1 | 5 | -7 | 5 | -1 | 6 | 1 | 15 | 20 |
| USP2a inh | -1% | 0% | 0% | 4% | 0% | 4% | -2% | 2% | 3% | 0% |
| PTAP TSG101 blk | 0% | 8% | -8% | -4% | -1% | 1% | 0% | -3% | -10% | 1% |
| Mito fusion yeast | 2% | 2% | 1% | 16% | -8% | 0% | 6% | 4% | 19% | -3% |
| Eya2 inh | -12% | -7% | -9% | -33% | -14% | 16% | -20% | -12% | -9% | -25% |
| TCR activator | 3% | 6% | 3% | 1% | · | -2% | 1% | -2%[46.1 µM] | -1% | 5% |

Sorted by count of non-hydrogen atoms (low to high): some entries from above.
14. Brc1ccccc1-n1nnc(-c2nccs2)n1
18. Cc1oc2ccc(O)cc2c1C(=O)c1ccccc1
3. CCn1c(CCc2ccccc2)nnc1SCC(N)=O
15. CCC(=O)Nc1nnc(S(=O)(=O)N(C)Cc2ccco2)s1
10. CC(C)CC(=O)/C(=C/c1ccc(N(C)C)cc1)n1cncn1
2. COc1ccc(C(=O)OCn2nnc3ccccc3c2=O)cc1OC
11. CCCNS(=O)(=O)c1cccc(C(=O)NC2CCCc3ccccc32)c1 (configuration not stated)
17. CCCn1nc(NS(=O)(=O)c2cccc3nonc23)c2cc3ccccc3nc21

| screen / no. | 14 | 18 | 3 | 15 | 10 | 2 | 11 | 17 |
| --- | --- | --- | --- | --- | --- | --- | --- | --- |
| B2AR arrestin | 0.0% | -0.4% | -0.3% | -0.7% | -0.5% | 0.0% | -0.1% | -0.8% |
| BCR signal inh | -18% | 2% | 3% | -3% | 0% | 2% | 13% | 13% |
| uPA generation | ? | -2% | -2% | 2% | -4% | 7% | 1% | -4% |
| ELG1 repair inh | ? | 9% | -3% | 12% | 7% | 2% | -29% | -4% |
| Tb PFK block | 0% | 1% | 1% | 2% | 3% | -6% | 1% | -4% |
| TSHR antagonist | -1 | 20 | -14 | 6 | 1 | 8 | 5 | 15 |
| USP2a inh | 4% | 0% | 0% | -2% | 0% | -2% | 0% | 3% |
| PTAP TSG101 blk | 1% | 1% | -2% | 0% | 8% | -6% | -8% | -10% |
| Mito fusion yeast | 0% | -3% | -2% | 6% | 2% | 2% | 1% | 19% |
| Eya2 inh | 16% | -25% | -3% | -20% | -7% | -5% | -9% | -9% |
| TCR activator | -2% | 5% | 3% | 1% | 6% | -8% | 3% | -1% |
